Assay outcomes deposited in PubChem by National Center for Advancing Translational Sciences (NCATS).
JMJD2A Tudor inh = blocks the human JMJD2A Tudor domain; AID 504339; AlphaScreen JMJD2A-Tudor / H3K4me3 peptide binding; O75164; 4.4% of 390,000 active; Potency, µM (titrated, usually from 114 µM), for inactives: top-dose activity change, negative = inhibition, hits mostly inhibitors; also: % is scaled to controls: 0 for no effect and ±100 for the full control effect; nearly all actives have a fitted effect of over 50% in size
Target sequence (O75164 whole entry, looked up, the tested form may be a part): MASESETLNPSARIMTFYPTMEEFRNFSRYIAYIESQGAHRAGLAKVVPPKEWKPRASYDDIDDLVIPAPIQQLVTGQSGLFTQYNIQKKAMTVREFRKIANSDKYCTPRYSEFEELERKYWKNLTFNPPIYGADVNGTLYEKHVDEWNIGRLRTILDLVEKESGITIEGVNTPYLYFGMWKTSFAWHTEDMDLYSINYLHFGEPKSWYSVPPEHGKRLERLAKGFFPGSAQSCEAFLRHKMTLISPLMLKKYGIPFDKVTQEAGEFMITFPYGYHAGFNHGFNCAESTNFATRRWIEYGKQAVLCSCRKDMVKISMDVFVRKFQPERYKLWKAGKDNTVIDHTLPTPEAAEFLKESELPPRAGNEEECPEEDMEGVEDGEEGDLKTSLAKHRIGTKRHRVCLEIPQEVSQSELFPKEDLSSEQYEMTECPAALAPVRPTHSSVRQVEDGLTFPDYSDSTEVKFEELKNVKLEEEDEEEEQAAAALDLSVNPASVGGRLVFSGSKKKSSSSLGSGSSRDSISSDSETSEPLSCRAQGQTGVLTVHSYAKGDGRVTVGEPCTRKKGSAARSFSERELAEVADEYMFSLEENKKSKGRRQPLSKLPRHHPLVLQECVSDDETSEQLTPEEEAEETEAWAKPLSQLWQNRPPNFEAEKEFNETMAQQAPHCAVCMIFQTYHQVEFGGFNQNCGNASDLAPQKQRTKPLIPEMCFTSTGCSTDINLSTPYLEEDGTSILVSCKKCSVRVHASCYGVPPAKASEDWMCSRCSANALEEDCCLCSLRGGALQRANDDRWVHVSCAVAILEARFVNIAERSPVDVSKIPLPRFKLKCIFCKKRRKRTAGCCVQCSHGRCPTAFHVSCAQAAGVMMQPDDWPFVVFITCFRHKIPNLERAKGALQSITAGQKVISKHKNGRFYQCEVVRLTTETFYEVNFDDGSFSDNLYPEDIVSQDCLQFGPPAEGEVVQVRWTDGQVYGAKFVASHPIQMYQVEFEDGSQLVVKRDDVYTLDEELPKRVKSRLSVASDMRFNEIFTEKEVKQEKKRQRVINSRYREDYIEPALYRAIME
Pin1 inh = human Pin1 inhibition | Q13526 | Pin1 FP peptide displacement, HiFluor488, 10 min | Potency, µM (doses to about 115 µM), for inactives: top-dose activity, negative = inhibition, actives largely listed as inhibitors | 0.009% of 390,000 active; active = well fitted inhibition curve with a large enough effect in the polarisation, with a control signal flat, not every such curve was filed as active; inconclusive = small, poorly fitted or top-dose-only effect, or effect the other way, or a change in a side signal; inactive = no such curve, though single readings can be large or run the other way; the % refers to the polarisation; also: % is scaled to controls: 0 for no effect and ±100 for the full control effect
GLS inhibitor = inhibitors of human glutaminase (GLS); Potency, µM (highest dose often 45.5 µM), for the others: at the top dose activity change, negative = inhibition, hits mostly inhibitors; O94925; GLS enzymatic activity, qHTS titration; AID 624170; 0.21% of 410,000 active; also: % is scaled to controls: 0 for no effect and ±100 for the full control effect
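Compounds were pin-transferred onto hKGA, after which L-glutamine (1 mM solution) and a detection mix of glutamate oxidase, HRP and Amplex Red were added. Initial and 30 min RT fluorescence reads were collected.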
PGK inhibitor = blocks T. brucei phosphoglycerate kinase; Potency, µM (titrated, usually from 57.5 µM), inactives show top-dose activity change, negative = inhibition, most hits filed as inhibitors; PGK/GAPDH coupled, Kinase-Glo luminescence, 60 min; AID 602233; 0.043% of 380,000 active; P07378; also: % is scaled to controls: 0 for no effect and ±100 for the full control effect; nearly all actives have a fitted effect of over 60% in size
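Luminescent ATP detection (Kinase-Glo Plus) follows a 60-minute room-temperature incubation, with wells lacking PGK as controls. Buffer: 100 mM TEA (pH 7.6), 5 mM MgCl2, 0.01% Tween-20. Coupling enzyme GAPDH (100 nM final) supplies unstable 1,3-BPG in-well.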
G9a block = blocks human histone lysine methyltransferase G9a. Q96KQ7. G9a H3K9 monomethylation, AlphaScreen, 2 h. Potency, µM (series often up to 102 µM), for the others: at the highest dose activity, negative = inhibition, actives largely listed as inhibitors. 8.8% of 350,000 active; also: % is scaled to controls: 0 for no effect and ±100 for the full control effect; nearly all actives have a fitted effect of over 75% in size
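G9a (20 nM) preincubated 15 min RT with compounds, then 500 nM biotinylated H3K9 peptide and 20 uM SAM added; 2 h RT reaction. Monomethyl-H3K9 product detected by AlphaScreen with anti-H3K9me1 antibody, streptavidin donor and anti-rabbit IgG acceptor beads.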
HP1b chromo inh = blocks HP1-beta chromodomain binding to methylated histone tails; P83916; AlphaScreen HP1-beta / biotin-H3K9me3 peptide binding; Potency, µM (series often up to 114 µM), for inactives: at the top dose activity change, negative = inhibition, actives largely listed as inhibitors; 0.56% of 390,000 active; AID 540317; also: nearly all actives have a fitted effect of over 70% in size; inactives centre near 23
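AlphaScreen: HP1-beta (50 nM) preformed 30 min with biotin-H3(1-18)K9me3 peptide (50 nM) in PBS pH 7.4, 0.01% Tween-20. Compound added for 30 min at RT, then streptavidin donor/nickel chelate acceptor beads (10 ug/mL) for 30 min.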
Pol iota inh = blocks human DNA polymerase iota activity | Potency, µM (highest dose often 115 µM), for the others: at the top dose activity, negative = inhibition, most hits filed as inhibitors | 1% of 390,000 active | Q9UNA4 | Pol iota fluorescent replication assay, 10 min
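Pol iota at 10 nM preincubated 15 min with compounds at room temperature; reaction started with fluorescent substrate, 50 nM final. Fluorescence read kinetically at 0 and 10 min; buffer-only wells as negative control.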
BLM inh = Bloom syndrome helicase (human) inhibition. AID 2528. 0.2% of 350,000 active. recombinant BLM DNA unwinding, fluorescence dequenching. Potency, µM (top dose mostly 56.1 µM), without a hit: at the top dose activity change, negative = inhibition, hits mostly inhibitors. P54132;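 also: plate controls were vehicle for no effect and no enzyme for full effect; nearly all actives have a fitted effect of over 35% in size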
BAZ2B inh = blocks human BAZ2B; Q9UIF8; 4.4% of 360,000 active; AlphaScreen BAZ2B-H3K14Ac peptide displacement; Potency, µM (top dose mostly 114 µM), inactives show at the top dose activity change, negative = inhibition, most hits filed as inhibitors; also: % is scaled to controls: 0 for no effect and ±100 for the full control effect; nearly all actives have a fitted effect of over 60% in size
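Complex of BAZ2B and biotin-H3K14Ac (50 nM apiece) forms over 30 min at RT, then faces library compounds up to 110 uM for another 30 min; AlphaScreen beads added, 20 min dark incubation, luminescence read.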
An asterisk follows results filed as active; i = inactive; ? = inconclusive; . = no result given; [ ] = remark or other dose. Unless noted, calls follow the shape of the dose curve; as a rule, active = well fitted curve in the direction sought with a large enough effect; inconclusive = small, poorly fitted or top-dose-only effect, or another doubt; inactive = no such curve, though single readings can be large; an effect the other way counts as inactive or inconclusive. Potency is read from the fitted curve at half-maximal effect. Not all compounds are listed; count on the stated rates, not on these rows.

nr | Molecule | JMJD2A Tudor inh | Pin1 inh | GLS inhibitor | PGK inhibitor | G9a block
1 | Cc1ccc(S(=O)(=O)Nc2nc3ccccc3nc2NCC2CCCO2)c(C)c1 (stereo unspecified) | 6% | -12% | -7% | i | 4%
2 | CC(C(=O)NCC1CCCCC1)N1CCN(S(=O)(=O)/C=C/c2ccccc2)CC1 (stereo unspecified) | -8% | 11% | 10% | -3% | 17%[59 µM]
3 | COc1cc(/C=N/NC(=O)c2ccc(Cn3cc([N+](=O)[O-])cn3)o2)cc(Br)c1O | -11%[57.1 µM] | -1% | 21% | -1% | 8.9µM*
4 | COc1ccc(C)cc1S(=O)(=O)NCCC1=CCCCC1 | -7% | 2% | -6% | 11% | -49%[2.33 µM]
5 | CC1CC1C(=O)OCC(=O)NCc1ccc(Cl)cc1Cl (stereo unspecified) | -2% | -7% | 6% | -4% | -3%[59 µM]
6 | Cc1ccc(NC(=O)COC(=O)C2CC2)c(Br)c1 | 6% | -10% | -15% | 4% | 16%[59 µM]
7 | Cc1ccc(NC(=O)CO/N=C(\N)c2nonc2N)cc1 | -21% | 1% | -1% | i | -20%[12.7 µM]
8 | CCOC(=O)CC(=O)CSc1nc2ccsc2c(=O)n1Cc1ccccc1 | 1% | 44%[activator] | -9% | i | 31%[59 µM]
9 | Cc1ccc(-c2nc3cnccn3c2Nc2ccc(C(C)C)cc2)o1 | 45µM* | 30%[activator] | . | . | .
10 | C=CCn1c(C(CCCC)CC(C)O)n[nH]c1=S (stereo unspecified) | ? | 0% | 0% | -5% | ?

nr | HP1b chromo inh | Pol iota inh | BLM inh | BAZ2B inh
1 | 41%[activator] | 14% | 2% | 6%
2 | 38% | -3% | -5% | 1%
3 | 16% | 70%[activator] | -9% | -28%
4 | 30% | -7%[58.9 µM] | -20% | -1%
5 | 21% | 13% | -1% | 0%
6 | 50%[activator] | 135%[activator] | -1% | -2%
7 | 15% | -3% | -2% | 3%
8 | 53%[activator] | -29% | -3% | -6%
9 | ? | ? | . | .
10 | 29% | 7% | -1% | 4%

One compound at a time, from the list above. Values in the order: JMJD2A Tudor inh	Pin1 inh	GLS inhibitor	PGK inhibitor	G9a block	HP1b chromo inh	Pol iota inh	BLM inh	BAZ2B inh
COc1cc(/C=N/NC(=O)c2ccc(Cn3cc([N+](=O)[O-])cn3)o2)cc(Br)c1O in the list: -11%[57.1 µM]	-1%	21%	-1%	8.9µM*	16%	70%[activator]	-9%	-28%
Cc1ccc(-c2nc3cnccn3c2Nc2ccc(C(C)C)cc2)o1 in the list: 45µM*	30%[activator]	.	.	.	?	?	.	.

Back to the main list with the 2 entries that preceded the break.
nr | Molecule | JMJD2A Tudor inh | Pin1 inh | GLS inhibitor | PGK inhibitor | G9a block
9 | Cc1ccc(-c2nc3cnccn3c2Nc2ccc(C(C)C)cc2)o1 | 45µM* | 30%[activator] | . | . | .
10 | C=CCn1c(C(CCCC)CC(C)O)n[nH]c1=S (stereo unspecified) | ? | 0% | 0% | -5% | ?
11 | Cc1noc(C)c1NC(=O)Nc1ccc2c(c1)CC(=O)N([C@H](C)CO)C[C@@H](C)[C@H](CN(C)CC1CCCCC1)O2 | -24% | -9% | 7% | -5% | .
12 | CCC1=NN2C(=N)/C(=C\c3cccn3-c3ccc(Br)cc3)C(=O)N=C2S1 | ? | . | 1% | i | ?
13 | CC1(C)SC(=S)N(/N=C/c2cccnc2)C1N(O)C(=O)NC1CCCCC1 (stereo unspecified) | 0% | 7% | -25% | -4% | 2%
14 | COc1ccc(/C=C2/CCc3ccccc3C2=O)cc1CN1CCOCC1 | ? | -1% | 2% | i | ?
15 | c1ccc2c(c1)OCC(c1csc3ncnc(N4CCCC4)c13)O2 (stereo unspecified) | -14% | 3% | -9% | i | 14%[59 µM]
16 | O=C(CN1CCN(c2ccc(O)cc2)CC1)Nc1cc(S(=O)(=O)N2CCOCC2)ccc1Cl | ? | ? | 39%[activator] | -5% | 3.2µM*
17 | CCOC(=O)c1cc(-c2ccc(/C=C3/C(=O)N(c4ccc(C(=O)O)cc4)N=C3C)o2)ccc1Cl | 14µM* | 4% | 0% | -11% | 7.1µM*
18 | Cc1cc(/C=C2\SC(=S)NC2=O)c(C)n1-c1ccc(O)cc1 | -15%[11.4 µM] | ? | 14% | -1% | .
19 | CCN(CC)CCNC(=O)C1(O)c2cc(Br)ccc2NC(=O)N1c1cccc(OC)c1 (stereo unspecified) | -6% | -2% | -15% | i | 10%
20 | COc1ccc(-c2nn(CCC(=O)O)cc2CCC(=O)O)cc1 | 9% | -6% | 1% | 2% | ?

nr | HP1b chromo inh | Pol iota inh | BLM inh | BAZ2B inh
9 | ? | ? | . | .
10 | 29% | 7% | -1% | 4%
11 | 49%[activator] | -3% | . | .
12 | -19% | ? | -5% | -39%
13 | 27% | 165%[activator] | -1% | -19%
14 | ? | 19% | 0% | ?
15 | 34% | 5% | -5% | 2%
16 | 79µM* | ? | -5% | ?
17 | ? | 1.4µM* | -1% | 18µM*
18 | ? | ? | -3% | 40µM*
19 | 42%[activator] | -6% | -2% | -9%
20 | 31% | -6% | 2% | -4%

Next part:
nr | Molecule | JMJD2A Tudor inh | Pin1 inh | GLS inhibitor | PGK inhibitor | G9a block
21 | COc1ccc(CCNC(=O)CSC(=O)c2ccccc2)cc1OC | -13% | -2% | 7% | 0% | 18µM*
22 | O=C(O)CCC(=O)Nc1ccccc1C(=O)NCc1ccccc1 | -9% | -5% | -13% | -8% | 18%[59 µM]
23 | COc1cccc(NC(=O)COc2ccc(S(=O)(=O)NC(C)C)cc2)c1 | -18% | -5% | 2% | 1% | 9%[59 µM]
24 | CCOc1ccc(OCC)c(NC(=O)CN(C)S(=O)(=O)c2ccc3[nH]c(=O)oc3c2)c1 | -23% | 1% | -3% | -10% | -6%[59 µM]
25 | COc1ccc(CCN(C(=O)C(F)(F)F)C(C(=O)NC2CCCC2)c2cccs2)cc1OC (stereo unspecified) | -8% | 6% | 10% | -5% | 11%[59 µM]
26 | Cc1cc(NS(=O)(=O)c2ccc(NC(=O)C(C)Oc3ccccc3Cl)cc2)no1 (stereo unspecified) | -7% | -7% | 14% | -1% | 13%[2.33 µM]
27 | CCOc1ccc(NC(=O)CN(c2ccccc2OCC)S(=O)(=O)c2ccccc2)cc1 | -14% | 11% | 0% | -2% | 9%[59 µM]
28 | CCN1CCN(CCCNC(=O)c2cnn(-c3ccc(C)cc3C)c2C2CCN(C(=O)OC(C)(C)C)CC2)CC1 | -26% | -9% | -3% | i | 8%[59 µM]
29 | Cc1sc2ncnc(NCC(O)c3ccccc3)c2c1C (stereo unspecified) | -15% | 1% | 2% | -10% | -12%
30 | CN1CCN(c2ccc(S(=O)(=O)N3CCOCC3)cc2NC(=O)C2CCCCC2)CC1 | 1% | 3% | -3% | -5% | .

nr | HP1b chromo inh | Pol iota inh | BLM inh | BAZ2B inh
21 | -22% | 36%[activator] | -4% | -15%
22 | 34% | 1% | -1% | -2%
23 | 30% | 14% | 1% | 5%
24 | 36% | -5% | -1% | -23%
25 | 26% | 19% | -1% | 8%
26 | 11% | 1% | . | 9%
27 | 20% | 10% | -8% | -1%
28 | 51%[activator] | 29% | -1% | 5%[57.1 µM]
29 | 18% | 32%[activator] | -4% | -9%
30 | 26% | -18% | . | .

Later entries.
nr | Molecule | JMJD2A Tudor inh | Pin1 inh | GLS inhibitor | PGK inhibitor | G9a block
31 | COc1ccc(NC(=O)CSc2nc3cccnc3n2C)cc1 | -17% | -1% | -1% | -11% | -8%
32 | CC1(C)CC(=O)C2=C(C1)Nc1ccccc1NC2c1ccc([N+](=O)[O-])cc1 (stereo unspecified) | -27% | -1% | 5% | i | .
33 | CC(=O)CC(C)(C)S(=O)(=O)c1ccc(NC(C)=O)cc1 | -1% | 6% | -4% | -5% | 21%[59 µM]
34 | O=C(NCCN1CCOCC1)c1ccc2c(c1)N(Cc1ccccc1)CCS2 | ? | 0% | 1% | 5% | 50µM*
35 | Cc1cccc(N2C(=O)N3[C@H](c4ccc(F)cc4)[C@@H]4C(=O)N(C5CCCCC5)C(=O)[C@@H]4[C@]3(Cc3ccccc3)C2=O)c1 | -18% | 4% | -8% | -1% | .
36 | CCN(CC)C(=O)[C@H]1C[C@H](CC(=O)NCCC2=CCCCC2)C(=O)N2CCc3c([nH]c4ccc(Cl)cc34)[C@]12C | ? | ? | 12% | 1% | .
37 | Cc1cc(NC(=O)c2ccc(S(=O)(=O)N3CCc4ccccc43)cc2)no1 | -23% | 25% | 12% | -9% | -11%
38 | COc1ccc(-c2nn(-c3ccccc3)cc2/C=C(\CC(=O)O)c2nc3ccccc3s2)cc1OC | 3% | ? | 0% | -9% | 4%
39 | CC1C(=O)C(C)C(c2ccc(Br)cc2)NC1c1ccc(Br)cc1 (stereo unspecified) | -5% | 4% | -6% | -2% | 36%[0.501 µM]
40 | C#CCOCCOCCOCCNc1nc(N2CCOCC2)nc(N2CCN(C(=O)[C@H](CCCCN)n3cc(CCC(=O)O)nn3)CC2)n1 | -10% | -7% | 1% | -7% | .
41 | CN(C)CCNC(=O)Nc1ccc(Cl)c(Cl)c1 | 1% | -3% | 2% | -3% | -35%
42 | CCC(C)(C)NC(=O)C(c1ccccn1)N(C(=O)c1csnn1)C1CCCCC1 (stereo unspecified) | -20% | -5% | 9% | 0% | -7%
43 | CCOc1cccc(-c2c(C(=O)N/N=C/c3ccc(Br)cc3)nnn2-c2nonc2N)c1 | -10% | 11% | 18% | -8% | .

nr | HP1b chromo inh | Pol iota inh | BLM inh | BAZ2B inh
31 | 44%[activator] | 22% | 1% | -3%
32 | 4% | ? | . | .
33 | 14% | 0% | -7% | 1%
34 | -21% | 1% | 1% | -32%
35 | 39%[activator] | 31% | -11% | -34%
36 | -11% | ? | . | .
37 | 18% | ? | -10% | .
38 | 32% | ? | -19% | 3%
39 | 98%[activator] | 24% | -6% | 1%
40 | 23% | 7% | . | .
41 | 20% | ? | 2% | 3%
42 | 1% | 9% | -1% | ?
43 | 10%[57 µM] | 10% | -7% | -16%
